CCT modulator: High-Throughput Screening for Modulators of Cytosolic Chaperonin Activity. purified chaperonin ATPase assay, HTRF ADP detection, 30 min. activity change, % (test concentration not listed), hits read low. 360,000 compounds, 0.3% hits. AID 651819, 2012; in the data active = activity change below about -30%; also: % is scaled to controls: 0 for no effect and ±100 for the full control effect
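TRiC (40 or 20 nM final, by batch activity) in 30 mM Tris pH 7.4, 100 mM KCl, 5 mM MgCl2, 1 mM DTT was treated with compound at 76 uM single dose, then 10 uM ATP, 30 min at 37 °C. ADP was read by HTRF Transcreener.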
HepG2 tox: qHTS for Inhibitors of TGF-b: Cytotox Counterscreen; HepG2 CAGA-GFP viability, ATP luminescence, 18 h; Potency, µM (top dose mostly 46.1 µM), without a hit: at the highest dose activity change, negative = cytotoxicity, actives largely listed as cytotoxic; 410,000 compounds, 0.76% hits; AID 588856, 2011; also: potency is read from the fitted curve at half-maximal effect; some results filed as inactive show a strong effect at the top dose
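CellTiter-Glo luminescence gave cytotoxicity after 18 hours at 37 degrees C. The cells were HepG2 CAGA-GFP in 1% FBS DMEM, stimulated with 500 pg/mL TGF-beta after compound addition. %Activity was normalised to no-cell wells (complete cell-killing) and DMSO (no toxicity), and curves were fitted and classified.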
pAkt inh: HTS Assay for Inhibitors of Akt Phophorylation: Primary Screen | Neuro2A IGF-stimulated pAkt S473 HTRF, 20 min; active compounds read low | 360,000 compounds, 0.32% hits | activity change, % for hits at 50 µM; in the data active = activity change below about -80%; inconclusive = mostly about -51% to -80%; also: % is scaled to controls: 0 for no effect and ±100 for the full control effect
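Neuro2A cells in DMEM with 0.5% FBS, overnight at 37 deg C, given compound at single 50 µM final, then IGF (6 nM final) for 20 min at 37 deg C. Lysed; phospho-Akt Ser473 by HTRF after 24 h, 665/615 ratio.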
Nrf2 activator: qHTS of Nrf2 Activators | Potency, µM (top dose mostly 46.1 µM), for inactives: top-dose activation, most hits filed as activators | 410,000 compounds, 0.31% hits | AREc32 ARE-luciferase reporter (MCF7-derived line), luminescence, 24 h; also: potency is read from the fitted curve at half-maximal effect; % of control where 0% means no effect; nearly all actives have a fitted effect of over 65% in size
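AREc32_Fluc, 1000 cells/well, OPTI-MEM + 5% FBS, o/n 37 deg C 5% CO2; 23 nL cpd by pin tool, 24 hr; Steady-Glo 30 min RT, luminescence.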
MmCpn inh: Inhibitors of TCP-1 ring complex (TRiC) of Methanococcus maripaludis (MmCpn): qHTS; Chaperonin Mm-Cpn (Methanococcus maripaludis); purified Mm-Cpn ATPase, ADP Transcreener TR-FRET; Potency, µM (titrated, usually from 76.9 µM), without a hit: at the highest dose activity, negative = inhibition, most hits filed as inhibitors; 330,000 compounds, 0.031% hits; AID 504842, 2011; also: potency is read from the fitted curve at half-maximal effect; % is scaled to controls: 0 for no effect and ±100 for the full control effect; nearly all actives have a fitted effect of over 80% in size
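TR-FRET (320 nm excitation; 590 and 665 nm emission) reports ADP made from 10 uM ATP by 25 nM enzyme; compounds were preincubated 10 min, reaction run 30 min, both at 37°C.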
TGFb SMAD3 inh: qHTS for Inhibitors of TGF-b. HepG2 CAGA-GFP TGF-b/SMAD3 reporter, GFP fluorescence, 18 h; TGF-beta stimulated, 500 pg/mL final. Potency, µM (highest dose often 46.1 µM), for inactives: top-dose activity, negative = inhibition, usual class: inhibitors. 410,000 compounds, 1.2% hits. AID 588855, 2011; also: potency is read from the fitted curve at half-maximal effect; % is scaled to controls: 0 for no effect and ±100 for the full control effect; nearly all actives have a fitted effect of over 65% in size
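GFP signal (ex488/em500-530) from TGF-beta-stimulated HEPG2 CAGA-GFP cells, 500 pg/mL final, 18 h at 37 degrees C in DMEM plus 1% FBS, normalized to unstimulated and DMSO-stimulated controls.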
Abeta yeast res: qHTS for compounds that reverse cellular toxicity of Amyloid beta (A-beta) peptide in yeast: Primary Screen; yeast expressing A-beta42, growth rescue, OD600, 48 h; response scale: 0% DMSO, 100% iron-clioquinol control; Potency, µM (top dose mostly 46.1 µM), without a hit: at the highest dose growth rescue, hits mostly activators; 410,000 compounds, 0.063% hits; also: potency is read from the fitted curve at half-maximal effect; nearly all actives have a fitted effect of over 55% in size
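Yeast growth medium received pinned compounds, then yeast cells expressing toxic A-beta were added; plates incubated at 30 C for 48 hr. Growth read as absorbance at 600 nm, normalized to DMSO and equimolar FeCl3 plus clioquinol controls.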
A549 tox: Nrf2 qHTS screen for inhibitors: counterscreen for cytotoxicity; A549 ARE-Fluc cells, CellTiter-Fluor viability, 18-24 h; Potency, µM (doses to about 46 µM), without a hit: top-dose activity change, negative = cytotoxicity, most hits filed as inhibitors; 390,000 compounds, 0.16% hits; also: potency is read from the fitted curve at half-maximal effect; % is scaled to controls: 0 for no effect and ±100 for the full control effect
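A549 ARE_Fluc cells in 5% FBS OPTI-MEM were exposed to compounds in concentration-response for 18-24 h at 37 deg C. Viability was read by CellTiter-Fluor fluorescence (Ex 405/Em 525) after 30 min, before the luciferase read.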
Nrf2 inh: Nrf2 qHTS screen for inhibitors; Potency, µM (titrated, usually from 46 µM), inactives show top-dose activity change, negative = inhibition, hits mostly inhibitors; A549 ARE-Fluc reporter, luciferase luminescence, 18-24 h; AID 504444, 2011; 360,000 compounds, 2.1% hits; also: potency is read from the fitted curve at half-maximal effect; % is scaled to controls: 0 for no effect and ±100 for the full control effect; nearly all actives have a fitted effect of over 60% in size
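Nrf2 activity is the BugLite luminescence, read 15 min after reagent at room temperature, following CellTiter-Fluor cytotoxicity readout (30 min, 37C). Compound titrations were applied for 18-24 h to 5000 A549 ARE_Fluc cells/well in 5% FBS OPTI-MEM.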
* = called active by the depositor; i = inactive; u = inconclusive; x = not tested or not shown; [ ] = another dose, or the depositor's remark. Unless noted, calls follow the shape of the dose curve; as a rule, active = well fitted curve in the direction sought with a large enough effect; inconclusive = small, poorly fitted or top-dose-only effect, or another doubt; inactive = no such curve, though single readings can be large; an effect the other way counts as inactive or inconclusive.

Fields: Nrf2 activator	Abeta yeast res	CCT modulator	MmCpn inh	Nrf2 inh	pAkt inh	A549 tox	TGFb SMAD3 inh	HepG2 tox
COc1ccc(-c2nnn(CC(=O)N(CC(=O)NC3CCCC3)c3ccccc3)n2)cc1OC
    0.8%	-8%	1.8	-1%	-12%	i	0%	u	-3%
Cc1scc(-c2n[nH]c(=S)n2C(C)c2ccccc2)c1C (stereo unspecified)
    -0.6%	1%	0.0	-1%	7%	i	0%	u	-26%
O=C(Nc1ccccc1)OCC1CCCN2CCCCC12 (stereo unspecified)
    -1.0%	4%	-1.7	2%	u	i	-5%	1%	4%
Cc1ccccc1C(=O)NN1C(=O)CSC1=S
    0.0%	0%	-1.5	-19%	-12%	i	2%	-3%	4%
C/C(=N\Nc1ccc(Cl)c(C(=O)O)c1)c1cccc([N+](=O)[O-])c1
    5.3%	-5%	1.5	1%	19%	i	0%	0%	-6%
COc1ccc2oc(=O)c(C(=O)C[n+]3cccc(C)c3)cc2c1
    -0.3%	-14%	-2.0	1%	-1%	i	0%	-10%	-16%
COC(=O)Nc1ccc(S(=O)(=O)N2CCCc3ccccc32)cc1
    0.0%	-1%	-1.6	-6%	8%	i	-18%	-23%	-21%
CCOc1ccccc1OCCCC(=O)Nc1cccc(-n2cnnn2)c1C
    0.3%	-4%	-4.3	-1%	3%	i	0%	-7%	0%
CNC(=S)NCCc1ccc(OC)c(OC)c1
    -0.9%	2%	0.1	2%	10%	i	1%	-5%	-16%
CC(C)OCCCNC(=O)c1ccc(N(C)S(C)(=O)=O)cc1
    0.2%	3%	-1.4	-1%	2%	i	-7%	11%	-5%
Cc1nc2ccc(C(=O)O)cc2c2c1CC(C)S2 (stereo unspecified)
    -0.2%	-9%	-1.3	-3%	x	i	-2%	12%	5%
Cc1nc2c(c(C)nn2-c2ccccc2)c(C)c1CCC(=O)NCCCOC(C)C
    2.3%	1%	-3.3	-1%	-3%	i	14%	-16%	1%
CCOC(=O)C1(c2csc(N)n2)COC(=O)C1 (stereo unspecified)
    0.0%	-7%	-4.3	x	u	i	4%	-2%	-1%
O=C(CC1=NCCNC(c2ccccc2)C1)c1ccccc1O (stereo unspecified)
    u	-6%	-0.4	-3%	12%	i	-2%	-1%	-27%
COc1ccc(C2CC(=O)c3c([nH]c(C(=O)OC4CCCCCC4)c3C)C2)cc1OC (stereo unspecified)
    0.5%	-20%	x	x	u	x	-1%	-21%	1%
CCc1sc(C(=O)N2CCN(CC(=O)Nc3cccc(F)c3)CC2)cc1C
    4.3%	-36%[inhibitor]	0.1	0%	5%	i	1%	-24%	-20%
CC(C)OC(=O)c1ccc(NCc2cc(O)ccc2O)cc1
    13µM*	7%	1.0	x	7%	i	-8%	u	2%
COc1cccc(C2=NCCc3cc4c(cc32)OCO4)c1OC
    0.4%	7%	-3.1	-1%	u	i	-8%	4%	-8%
Cn1c(C(=O)NCCCN2CCCC2=O)cc2c(=O)n(C)c3ccccc3c21
    0.5%	-5%	-0.3	0%	u	i	0%	1%	-13%
CCN(CC(=O)NCc1ccc(F)cc1)CC(=O)NC1CCCC1
    1.2%	0%	-2.4	2%	3%	i	8%	-6%	1%
Cn1c(-c2ccc3c(c2)OCO3)cnc1N
    5.3%	22%	-8.3	1%	-5%	i	1%	1%	-31%
COC(=O)CC1C(=O)NCCN1C(=S)NC(=O)c1sc2ccccc2c1Cl (stereo unspecified)
    0.2%	14%	-2.1	-7%	-7%	i	-1%	-5%	4%
Cc1cc2nc(C3CCN(C(=S)NCCCOC(C)C)CC3)[nH]c2cc1C
    1.5%	4%	-2.6	2%	-25%	i	0%	-15%	-27%
Cc1nn(C)c(C)c1CNC(=O)c1cc2n(n1)C(C(F)(F)F)CC(c1cccs1)N2 (stereo unspecified)
    -0.4%	2%	-2.4	0%	18µM*	i	-7%	4%	-11%
O=C1Nc2ccc(S(=O)(=O)NCc3ccccn3)c3cccc1c23
    0.7%	-10%	-5.4	-5%	3%	i	14%	12%	-6%
COc1cccc(N2CCN(C(=O)c3cc(C)oc3C)CC2)c1
    -0.3%	-7%	-3.1	-18%	-16%	i	-5%	u	12%
Cc1ccc(-c2ccc3c(c2)O[C@H](CN(C)C(=O)Nc2ccc(C(F)(F)F)cc2)[C@H](C)CN([C@H](C)CO)S3(=O)=O)cc1
    1.0%	-1%	-1.1	x	x	i	x	22µM*	-14%
COc1ccc(CNC(=O)COc2ccc(C)nc2[N+](=O)[O-])cc1
    2.3%	-21%	-3.8	0%	3%	i	1%	1%	10%
Cc1ccc(C)c(NC(=O)COc2cccc3c2CCN(Cc2ccccc2C)C3=O)c1
    -0.5%	-12%	0.2	0%	-15%	i	-8%	u	-6%
O=C(COc1ccccc1F)Nc1ccc(-c2nc3ccccc3s2)cc1
    6.0%	-7%	x	-1%	5%	x	0%	-2%	7%

Record cards (already shown). Screens in order: Nrf2 activator | Abeta yeast res | CCT modulator | MmCpn inh | Nrf2 inh | pAkt inh | A549 tox | TGFb SMAD3 inh | HepG2 tox
Cc1cc2nc(C3CCN(C(=S)NCCCOC(C)C)CC3)[nH]c2cc1C across the screens: 1.5% | 4% | -2.6 | 2% | -25% | i | 0% | -15% | -27%
O=C(COc1ccccc1F)Nc1ccc(-c2nc3ccccc3s2)cc1 across the screens: 6.0% | -7% | x | -1% | 5% | x | 0% | -2% | 7%
Cn1c(C(=O)NCCCN2CCCC2=O)cc2c(=O)n(C)c3ccccc3c21 across the screens: 0.5% | -5% | -0.3 | 0% | u | i | 0% | 1% | -13%

(further entries)
Fields: Nrf2 activator	Abeta yeast res	CCT modulator	MmCpn inh	Nrf2 inh	pAkt inh	A549 tox	TGFb SMAD3 inh	HepG2 tox
CC(=O)N1CCCc2cc(S(=O)(=O)Nc3ccc(Cl)cc3F)ccc21
    4.6%	16%	x	x	x	x	0%	-1%	-17%
Cc1ccc(S(=O)(=O)N(C)C)cc1NC(=O)COC(=O)CCC1CCCC1
    0.2%	-1%	-0.1	0%	3%	i	-6%	10%	-5%
COc1ccccc1NC(=O)C1=C(C)Nc2nc(SCC(=O)c3ccc(C)cc3)nn2C1c1ccccc1C (stereo unspecified)
    -0.4%	-15%	x	x	x	x	18%	40%[activator]	47%
Cc1cc(NC(=O)C2CC(=O)N(c3cccc(Cl)c3)C2)no1 (stereo unspecified)
    -0.2%	-6%	-0.8	3%	u	i	-15%	13%	8%
Cn1nc(C(C)(C)C)c([N+](=O)[O-])c1C(=O)N1CCOCC1
    0.4%	13%	-0.6	1%	-25%	x	2%	-10%	-11%
O=C(CSc1nccc(-c2cccs2)n1)Nc1ccc(Cl)cc1
    u	9%	-1.9	-1%	1%	i	22%	-28%	-5%
OCc1nc2ccccc2n1CCCCOc1ccccc1
    -0.3%	10%	1.4	x	-5%	i	2%	-1%	-18%
C/C=C(/C)C(=O)O[C@@H]1[C@H](OC(=O)C=C(C)C)c2c(ccc3ccc(=O)oc23)OC1(C)C
    -0.8%	-7%	-2.1	0%	-19%	i	-3%	-6%	-4%
CC1CCCCC1N1CN=C(Nc2nc3ccccc3s2)NC1 (stereo unspecified)
    3.5%	-3%	2.6	1%	u	i	-7%	-7%	-17%
O=C(NC1CCCCC1)C(=S)N1CCOCC1
    -0.2%	12%	0.5	1%	8%	i	5%	2%	1%
O=C(CN1CCCCC1)NC1CCc2cc3c(cc21)CCC3 (stereo unspecified)
    -0.7%	-2%	2.1	x	-1%	i	1%	-11%	5%
CCc1ccc(-n2c(=O)c3c4c(sc3n(Cc3ccc(F)cc3)c2=O)CCCC4)cc1
    -0.3%	-12%	x	x	-12%	x	2%	-7%	-16%
CCSc1nnc(C)n1-c1ccc(C(=O)O)cc1
    -0.4%	-15%	3.3	1%	x	i	14%	8%	12%
CC(Oc1ccccc1)C(=O)N1CCN=C1SCc1ccccc1 (stereo unspecified)
    0.3%	7%	-42*	u	2%	i	5%	1%	11%
CCCCNC(=O)c1cc([N+](=O)[O-])[nH]n1
    -0.2%	-10%	-3.1	3%	-17%	i	-12%	0%	-3%
CS(=O)(=O)N(CC(=O)NCc1ccc2c(c1)OCO2)Cc1ccc(Cl)cc1
    0.0%	11%	-2.4	0%	x	i	-4%	u	-12%
O=C(CN1C(=O)c2cccc3cccc(c23)C1=O)NCCCO
    4.3%	9%	-2.8	0%	7%	i	3%	-4%	5%
CCOC(=O)N1CCN(S(=O)(=O)c2ccc(F)c(C(=O)Nc3cccc(Cl)c3C)c2)CC1
    5.0%	-12%	-0.4	4%	u	i	-7%	-27%	-17%
O=C(O)c1nccnc1C(=O)Nc1ccccc1N1CCOCC1
    0.5%	12%	-0.7	-4%	-4%	i	6%	0%	16%
CCOc1ccccc1NC(=O)C(NCC1CCCCC1)c1ccccc1 (stereo unspecified)
    6.8%	12%	-0.9	0%	u	i	6%	u	-17%

High-throughput results deposited in PubChem BioAssay by National Center for Advancing Translational Sciences (NCATS).
